Screens from PubChem BioAssay.
PhoP GFP inhibition = PhoP regulon inhibitors, Salmonella typhi PhoP promoter GFP reporter, confirmatory (AID 1850). Salmonella Typhi PhoP-promoter GFP reporter, fluorescence, 4 h; higher % means a stronger effect. inhibition, % at 50 µM; hits with a dose series show IC50 in µM. 0.33% of 310,000 active; in the data active means a potency from the dose series; inconclusive means inhibition mostly from about 25% at the one dose, without a potency; inactive means the rest, 99 in 100 with inhibition below about 19%;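 further: 0% = induced wells with vehicle and 100% = uninduced wells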
M. tuberculosis HTS = M. tuberculosis growth inhibition, HTS (AID 449762). 0.59% of 330,000 active. M. tuberculosis H37Rv growth inhibition, 7H9 media; higher % means a stronger effect. inhibition, % at 25 µM, or IC50 in µM where a hit was titrated; in the data active means a potency from the dose series; inconclusive means inhibition above about 70% without an active follow-up result;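 further: bacterial growth assessed after seven days of incubation; strong numbers were not always called active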
VEEV TC-83 Vero = inhibitors of VEEV TC-83 cytopathic effect, confirmation, Vero cells (AID 588727). Vero cells, VEEV TC-83 cytopathic effect inhibition; higher % means a stronger effect. inhibition, % at 20 µM, or IC50 in µM where a hit was titrated. 0.13% of 350,000 active; in the data active means a potency from the dose series; inconclusive means inhibition mostly from about 14% at the one dose, without a potency; inactive means the rest, 99 in 100 with inhibition below about 12%; further: strong numbers were not always called active
tuberculosis growth = growth inhibition of non-replicating M. tuberculosis (AID 488890); inhibition, % at 25 µM; hits with a dose series show IC50 in µM; 0.39% of 320,000 active; Mycobacterium tuberculosis non-replicating, growth inhibition; higher % means a stronger effect; in the data active means a potency from the dose series; inconclusive means inhibition mostly from about 82% at the one dose, without a potency; inactive means the rest, 99 in 100 with inhibition below about 76%;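 further: plate controls were DMSO cells for no effect and high antibiotic wells for full effect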
H1N1 NS1A inhibition = NS1A inhibition, H1N1 influenza, cell based functional assay (AID 504329). NS1A functional cell-based assay, percent inhibition; higher % means a stronger effect. inhibition, % at 12.5 µM; hits with a dose series show IC50 in µM. 0.3% of 340,000 active; in the data active means a potency from the dose series; inconclusive means inhibition above about 27% without an active follow-up result; further: strong numbers were not always called active
VEEV TC-83 Vero 10K pilot screen = second read-out of VEEV TC-83 Vero, no call of its own (marks repeat the call); inhibition, %; measured here: 10K pilot screen inhibition
The depositor's hits bear a star; i = inactive; ? = inconclusive; nt = not tested or not shown.

SMILES	PhoP GFP inhibition	M. tuberculosis HTS	VEEV TC-83 Vero	tuberculosis growth	H1N1 NS1A inhibition	others
CCCCCC(=O)NNC1CC(=O)N(c2ccccc2)C1=O (stereo not given)	1.3%	-7.9%	2.7%	5.4%	nt
O=C(c1ccc(NS(=O)(=O)/C=C/c2ccccc2)cc1)N1CCCCC1	4.9%	-6.3%	4.2%	16.6%	-6.6%
Cc1cccc(OCCCC(=O)NNC(=O)CCN2CCN(c3ccccc3)CC2)c1	-4.0%	1.9%	1.1%	-1.4%	5.3%
Cc1ccc(S(=O)(=O)N(CC(=O)NCc2ccncc2)C2CCCCC2)cc1	-10.3%	-7.4%	0.1%	21.4%	-3.9%
CCOC(=O)C1CCN(Cc2cccc(Oc3ccc(Cl)cc3)c2)CC1	-5.2%	3.8%	0.1%	?	-7.1%
Cc1ccnc(SCC(N)=O)n1	-1.4%	-2.8%	0.1%	-5.3%	2.9%
O=C(NCc1ccncc1)C(=O)N/N=C/c1ccccc1OCc1ccccc1	3.7%	3.1%	0.6%	2.3%	-6.7%
COc1ccccc1CN1CC(C(=O)NCc2cc(C)on2)CCC1=O (stereo not given)	-1.4%	1.1%	i	-10.9%	-1.4%
OC(c1ccccc1)(c1ccccc1)C1CCN(C(=S)Nc2ccc(F)cc2)CC1	nt	-5.1%	0.8%	19.8%	4.4%
CCOC(=O)COc1cccc2c(=O)n(CC(=O)N3CCCCC3)ccc12	32.2%	12.6%	0.2%	1.6%	-7.5%
Cc1ccc(C2CC(c3cccs3)=NN2C(=O)c2ccco2)o1 (stereo not given)	-5.9%	4.9%	0.2%	35.4%	-6.9%
Nc1c(NCc2ccccc2)c2ccccc2oc1=O	-3.6%	-2.4%	1.8%	64.9%	2.3%
Cc1cccc(NS(=O)(=O)c2ccc(C)c(C(=O)NCc3cccnc3)c2)c1	nt	-4.2%	1.0%	11.1%	-7.8%
O=C1CCCC/C=C\C[C@H](CC(=O)N(CCO)Cc2ccccc2)C(=O)NC[C@H](c2ccccc2)O1	nt	9.4%	0.7%	1.7%	1.6%
O=C(COc1ccc(F)cc1)Nc1nnc(C2CCCCC2)s1	-4.7%	-1.7%	1.7%	1.9%	1.1%
CCCNC(=O)C1CCN(S(=O)(=O)c2ccc3[nH]c(=O)ccc3c2)CC1	-1.8%	3.2%	2.1%	-13.3%	-0.9%	VEEV TC-83 Vero 10K pilot screen=1.2
C=CCC(CC=C)(C(=O)O)c1ccccc1	-8.3%	-7.4%	0.8%	-1.4%	6.5%
CCOC(=O)C1=C(N)Oc2ccc3ccccc3c2C1c1ccc(O)c(OC)c1 (stereo not given)	-6.5%	1.6%	4.7%	3.6%	-8.5%
COC(=O)c1c(-c2ccccc2)csc1NC(=O)c1c(-c2ccccc2)noc1C	-0.1%	13.0%	0.8µM*	6.0%	-4.6%
CCOC(=O)C1CCN(C(=O)COc2ccc(S(=O)(=O)NC(C)C)cc2)CC1	-10.4%	0.6%	0.2%	6.1%	-16.8%
COc1cc(-c2ccc(NC(=O)c3ccc(C)cc3)c(OC)c2)ccc1NC(=O)c1ccc(C)cc1	nt	nt	1.0%	nt	7.6%
Cc1cc(N/C(=N\S(=O)(=O)c2ccc(Cl)cc2)c2ccc(F)cc2)no1	-1.9%	10.9%	3.1%	27.2%	9.3%
Cc1cc(C(=O)N2CCN(S(C)(=O)=O)CC2)sc1-c1ccccc1	-9.2%	1.3%	2.0%	-9.8%	-2.6%
CCOc1cccc(OCCCCN2CCOCC2)c1	7.3%	-1.5%	1.1%	1.8%	-0.9%
O=C(COc1ccc2c3c(c(=O)oc2c1)CCCC3)N1CCN(c2ccc(F)cc2)CC1	7.1%	6.7%	2.3%	-4.7%	0.1%
COc1ccc(CC(=O)NCc2ccccn2)cc1OC	8.5%	1.4%	1.2%	25.1%	-11.7%
O=C(NCC(c1cccnc1)N1CCN(c2ccccc2)CC1)OCc1ccccc1 (stereo not given)	-1.3%	-7.8%	0.8%	24.8%	14.0%
CC(=O)Oc1ccc(-c2ccc(C(=O)NCCc3ccc(S(N)(=O)=O)cc3)cc2)cc1	3.4%	4.6%	5.0%	-3.3%	4.2%
Cc1ccc(NC(=O)CSc2nc3c(c(=O)[nH]2)CCCC3)cc1C	4.0%	1.2%	3.0%	26.3%	-1.9%
N=c1oc2ccc(Cl)cc2cc1C(=O)Nc1ccc(F)cc1	-5.7%	-0.9%	0.4%	?	-6.6%
O=C1NN=C(CSc2n[nH]c(=S)s2)CS1	-5.2%	-10.3%	0.3%	-7.0%	-14.1%
Cc1ccccc1-[n+]1c(-c2ccccc2)cc(-c2ccccc2)cc1-c1ccccc1	19.7%	?	0.4%	?	-7.0%
Cn1nccc1NC(=O)Nc1cccc(Cl)c1Cl	-4.9%	0.4%	i	5.6%	1.0%
CCCCOc1ccc(C2=CSC3=NCCN23)cc1[N+](=O)[O-]	22.1%	5.1%	i	29.6%	-4.5%
COC(=O)[C@H](CCSC)NC(=O)NCc1ccc(S(N)(=O)=O)cc1	-2.2%	-7.3%	5.1%	-4.7%	0.3%
CCOc1ccc(C(NC(=O)c2ccco2)c2ccc(OC)c(OC)c2)cc1 (stereo not given)	-7.3%	1.1%	1.6%	-0.8%	-2.6%
N#CCSc1nnc(-c2ccc(S(=O)(=O)N3CCOCC3)cc2)n1CC1CCCO1 (stereo not given)	4.3%	2.2%	i	3.0%	-28.4%
COc1ccc(C2CC(c3ccc(C(F)(F)F)cc3)=NN2c2ccc(S(N)(=O)=O)cc2)cc1 (stereo not given)	nt	nt	i	nt	-27.3%
Cc1[nH]nc2c1/C(=N\O)CCC2	1.4%	2.0%	1.0%	-30.7%	-3.3%
C=CCN1C(=O)c2ccc(C(=O)N(CC)CC(=O)Nc3ccc(OC)cc3)cc2C1=O	-5.7%	2.1%	2.0%	-6.5%	-5.3%
N#Cc1c(NC2CCCCC2)nc(-c2ccco2)c2c1CCCC2	-11.3%	6.1%	1.2%	71.9%	-5.5%
CN(CCc1ccccn1)C(=O)c1cccnc1Oc1ccccc1	-13.7%	-1.4%	1.0%	-4.1%	1.6%
Cc1c(C(=O)C(=O)N2CCN(C)CC2)c2ccccc2n1C	3.6%	-3.4%	i	-4.6%	-3.5%
Cc1ccc(C(=O)CN(CCC(=O)O)S(=O)(=O)c2ccc([N+](=O)[O-])cc2)cc1	-11.4%	4.3%	i	13.1%	8.2%	VEEV TC-83 Vero 10K pilot screen=0.0
CCN(c1ccccc1)S(=O)(=O)c1ccc(C(=O)NCC(=O)Nc2ccc(F)c(F)c2F)cc1	nt	2.1%	i	6.2%	1.4%
O=C(O)CN(CCc1ccccc1)S(=O)(=O)c1ccccc1	-4.8%	-6.2%	0.2%	11.3%	1.5%
Cc1ccccc1-c1nnn(Cc2cccc(S(=O)(=O)N3CCOCC3)c2)n1	nt	-4.9%	i	19.5%	-2.6%
O=C(NCCc1ccccc1)c1nc(CS(=O)(=O)c2ccc(Cl)cc2)no1	4.7%	1.2%	0.6%	28.2%	-1.8%
O=[N+]([O-])c1ccc(N2CCC(O)CC2)nc1	-1.7%	5.3%	i	4.3%	-0.9%
COc1cc(CC(=O)OCC(=O)NC2CC2)cc(OC)c1OC	6.5%	-3.5%	0.6%	-18.7%	0.3%

6 records drawn at random from those above:
SMILES	PhoP GFP inhibition	M. tuberculosis HTS	VEEV TC-83 Vero	tuberculosis growth	H1N1 NS1A inhibition	others
O=C(O)CN(CCc1ccccc1)S(=O)(=O)c1ccccc1	-4.8%	-6.2%	0.2%	11.3%	1.5%
O=[N+]([O-])c1ccc(N2CCC(O)CC2)nc1	-1.7%	5.3%	i	4.3%	-0.9%
CCN(c1ccccc1)S(=O)(=O)c1ccc(C(=O)NCC(=O)Nc2ccc(F)c(F)c2F)cc1	nt	2.1%	i	6.2%	1.4%
COc1cc(CC(=O)OCC(=O)NC2CC2)cc(OC)c1OC	6.5%	-3.5%	0.6%	-18.7%	0.3%
N#Cc1c(NC2CCCCC2)nc(-c2ccco2)c2c1CCCC2	-11.3%	6.1%	1.2%	71.9%	-5.5%
O=C(NCCc1ccccc1)c1nc(CS(=O)(=O)c2ccc(Cl)cc2)no1	4.7%	1.2%	0.6%	28.2%	-1.8%

(cont.)
SMILES	PhoP GFP inhibition	M. tuberculosis HTS	VEEV TC-83 Vero	tuberculosis growth	H1N1 NS1A inhibition	others
C=CCn1c(SCC(N)=O)nnc1-c1cnccn1	1.5%	5.2%	i	-17.6%	-14.5%
CC(CCc1ccccc1)NC(=O)C1CCN(S(=O)(=O)N2CCCCC2)CC1 (stereo not given)	5.3%	-0.3%	i	16.7%	-3.4%
O=C1CN(C(=O)c2ccccc2)c2ccccc2N1	-8.9%	-9.5%	2.5%	-2.8%	18.1%	VEEV TC-83 Vero 10K pilot screen=1.4
CCOC(=O)C1CCN(Cc2ccc(OCc3ccccc3)c(OC)c2)CC1	1.1%	1.9%	i	nt	-13.6%
CCN1CCN(CC(=O)Nc2ccc(S(=O)(=O)N3C(C)CCCC3C)cc2)CC1 (stereo not given)	15.0%	7.2%	1.2%	-8.0%	-3.4%
O=C(O)c1cccc(NC(=O)c2cccc(NC(=O)C3CCCO3)c2)c1 (stereo not given)	-3.4%	4.3%	0.8%	-11.9%	-5.5%
Cc1ccc2c(=O)cc(C(=O)Nc3ccc(S(=O)(=O)Nc4onc(C)c4C)cc3)oc2c1	0.2%	4.1%	0.4%	39.3%	6.2%
Cc1ccc(Cl)cc1NC(=O)c1ccccn1	0.9%	2.7%	1.2%	-0.2%	-11.0%
CCOC(=O)c1nc(C)nc(Sc2n[nH]c(-c3ccccc3)n2)c1C	5.0%	0.6%	0.1%	11.6%	-0.2%
COC(=O)c1ccc2c(=O)n(CC3CCCO3)c(=S)[nH]c2c1 (stereo not given)	-4.8%	-1.7%	0.3%	-12.7%	-2.4%
Cc1cccc([C@@H]2[C@@H]3C(=O)N(Cc4ccccc4)C(=O)[C@@H]3[C@]3(Cc4ccccc4)C(=O)N(c4cccc(Cl)c4)C(=O)N23)c1	-23.0%	12.6%	i	40.7%	-5.0%	VEEV TC-83 Vero 10K pilot screen=0.8
CC(C)C(C(=O)NCc1ccco1)N(C(=O)CNS(=O)(=O)c1ccccc1)C1CCCC1 (stereo not given)	21.3%	-0.8%	0.8%	20.9%	-2.2%
CCCCCc1ccc(CC(=O)O)cc1	7.3%	-9.6%	1.7%	48.9%	0.6%
CCOC(=O)CNC(=O)C(Cc1ccccc1)NS(=O)(=O)c1ccc2c(c1)CCC(=O)N2 (stereo not given)	-6.0%	-7.9%	i	-0.9%	-8.6%
Cc1c(CCC(=O)O)c(=O)oc2cc3occ(-c4ccc(Cl)cc4)c3cc12	-0.1%	52.2%	2.5%	27.8%	-1.4%
Nn1c(Cc2cccc3ccccc23)nnc1SCc1c(F)cccc1Cl	-4.2%	1.9%	i	4.0%	20.7%
O=S(=O)(NCCc1ccccc1)c1ccc(Br)cc1	-8.6%	-5.0%	i	55.6%	-6.3%
CN(C)CCCNc1oc(-c2ccccc2Cl)nc1S(=O)(=O)c1ccc(F)cc1	8.8%	-2.0%	4.7%	19.1%	-7.1%
CCOC(=O)N1CCN(C(=O)COC(=O)c2oc3ccc(OC)cc3c2C)CC1	-6.4%	-20.8%	1.5%	-3.1%	-6.8%
CCc1ccc(C(=O)Nc2ccc3nc(C)ccc3c2)cc1	16.4%	0.0%	8.2%	13.6%	-7.1%
CCOc1nc(C)cc(C)c1S(=O)(=O)c1cccc(C)c1	1.3%	-2.8%	nt	-3.6%	nt
Cc1noc(C)c1C(=O)Nc1cccc(S(=O)(=O)N2CCOCC2)c1	nt	-4.9%	4.7%	-7.2%	-2.3%
Fc1c(F)c(F)c(N2CCNCC2)c(F)c1F	-1.9%	4.5%	0.6%	11.4%	2.3%
Cc1ccc(C)n1NC(=O)c1cccs1	2.6%	-0.6%	1.4%	3.8%	4.9%
COc1cc(CNn2nnnc2N)ccc1OCc1c(Cl)cccc1Cl	1.6%	-8.4%	i	28.4%	-10.4%
CCCOc1ccc(N2C(=O)CC(N3CCOCC3)C2=O)cc1 (stereo not given)	-4.5%	-7.1%	0.2%	21.6%	-3.9%
NNc1nc2c(Cl)c(Cl)ccc2s1	-6.5%	53.1%	1.4%	53.3%	7.5%
Cc1cc(O)c(Sc2ccc(Cl)cc2)c(=O)[nH]1	-5.6%	-3.2%	0.9%	-6.2%	-26.1%
CCOCCn1c(COc2ccccc2)nc2ccccc21	-9.9%	-11.5%	1.8%	10.7%	-8.3%	VEEV TC-83 Vero 10K pilot screen=1.1
